D1 potentiator: Potentiators of Human D1 Dopamine Receptor: qHTS; potentiation, % at 10 µM; 0.036% of 360,000 active; AID 504651, 2011; D(1A) dopamine receptor (Homo sapiens), P21728; HEK293 TREx D1 cells, calcium flux, dopamine EC20 potentiation; in the data active = potentiation above about 30%; also: 0% is about no effect
D2 PAM: HTS Assay for Positive Allosteric Modulators of the Human D2 Dopamine Receptor: Primary Screen for Potentiators | 0.34% of 340,000 active | HEK293 T-REx D2, calcium flux, EC20 dopamine potentiation | AID 485347, 2010 | D(2) dopamine receptor (Homo sapiens), P14416 | potentiation, % at 10 µM;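 active = potentiation over 3 SD above the plate norm, cut at about 30% in these data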; also: 0% is about no effect
Target sequence (P14416 whole entry, looked up): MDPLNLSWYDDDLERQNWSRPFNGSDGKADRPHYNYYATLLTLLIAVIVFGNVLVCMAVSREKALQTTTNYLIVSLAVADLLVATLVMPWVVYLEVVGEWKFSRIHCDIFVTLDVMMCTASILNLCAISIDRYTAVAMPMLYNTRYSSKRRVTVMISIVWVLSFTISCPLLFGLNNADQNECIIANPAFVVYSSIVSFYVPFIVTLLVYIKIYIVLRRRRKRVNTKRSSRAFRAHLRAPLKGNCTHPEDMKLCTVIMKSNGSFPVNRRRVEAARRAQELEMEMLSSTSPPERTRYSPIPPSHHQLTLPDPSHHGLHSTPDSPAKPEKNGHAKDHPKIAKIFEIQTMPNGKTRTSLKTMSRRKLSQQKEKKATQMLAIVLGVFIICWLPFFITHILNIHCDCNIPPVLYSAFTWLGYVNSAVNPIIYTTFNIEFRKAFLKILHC
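Tetracycline-induced HEK293 T-REx cells force-coupled to calcium signalling expressed D2; compounds were pin-added after a 10 s baseline, read kinetically 180 s, then an EC20 dopamine challenge followed with a further 180 s calcium read.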
D1 agonist: Allosteric Agonists of the Human D1 Dopamine Receptor: qHTS | D(1A) dopamine receptor (Homo sapiens), P21728 | HEK293 T-REx D1 cells, calcium flux, agonist mode | activation, % at 2 µM | 1% of 360,000 active | AID 504660, 2011; in the data active = activation above about 30%; also: 0% is about no effect
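Agonism was scored from calcium flux recorded over 180 s (1 read/s) after pintool compound addition, following a 10-cycle baseline. Cells were inducible force-coupled HEK293 TREx D1, plated overnight at 30 C and loaded with no-wash calcium dye.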
D2 antag: HTS Assay for Allosteric Antagonists of the Human D2 Dopamine Receptor: Primary Screen for Antagonists | D(2) dopamine receptor (Homo sapiens), P14416 | HEK293 TREx D2 cells, calcium flux, dopamine EC80 | inhibition, % at 10 µM | 2% of 340,000 active | AID 485344, 2010; in the data active = inhibition above about 30%; also: 0% is about no effect
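Dopamine at EC80 is the agonist stimulus; test compounds precede it by 180 s. Calcium flux read kinetically in a force-coupled, inducible HEK293 T-REx D2 cell line.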
RXFP1 antag: qHTS Assay for Antagonists of the Relaxin Receptor RXFP1 | Relaxin receptor 1 (Homo sapiens), Q9HBX9 | HEK293-RXFP1, relaxin-stimulated cAMP HTRF, 30 min; active compounds read low | activity change, negative = inhibition, % at 57.5 µM | 0.59% of 350,000 active;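 active = activity change of -60% or lower, but not beyond a set lower limit; inconclusive = change between -60% and -40%, or beyond the set limit; inactive = change above -40%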; also: % is scaled to controls: 0 for no effect and ±100 for the full control effect
D2 agonist: HTS Assay for Allosteric Agonists of the Human D2 Dopamine Receptor: Primary Screen for Agonists; D(2) dopamine receptor (Homo sapiens), P14416; HEK293 T-REx D2 cells, calcium flux agonist mode; activation, % at 2 µM; 0.53% of 340,000 active;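 active = activation over 3 SD above normal in the single-dose calcium agonist read, cut at about 30% in these data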; also: 0% is about no effect
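Tetracycline-induced HEK293 Trex cells with D2 receptor force-coupled to calcium signaling, plated overnight at 30 C and loaded with no-wash calcium dye. Calcium flux read kinetically for 180 s after compound addition; responses flag agonists.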
D1 antagonist: Antagonist of Human D 1 Dopamine Receptor: qHTS; D(1A) dopamine receptor (Homo sapiens), P21728; HEK293 TREx D1 cells, calcium flux, dopamine EC80; active compounds read low; activity change, negative = inhibition, % at 10 µM; 3.2% of 360,000 active; AID 504652, 2011; in the data active = activity change below about -30%; also: % is scaled to controls: 0 for no effect and ±100 for the full control effect
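After overnight tetracycline induction at 30 C, force-coupled D1 HEK293 cells took up a no-wash calcium dye at room temperature. Compounds were added and monitored 180 s, and the response to EC80 dopamine was then recorded.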
RXFP1 ag: qHTS Assay for Agonists of the Relaxin Receptor RXFP1; Relaxin receptor 1 (Homo sapiens), Q9HBX9; HEK293T-RXFP1 cAMP TR-FRET, 30 min; response scale: percent of porcine relaxin response, buffer zero; 0.3% of 370,000 active; Potency, µM (top dose mostly 57.5 µM), without a hit: at the top dose activation, hits mostly activators; active = well fitted activation curve with a large enough effect; inconclusive = small, poorly fitted or top-dose-only effect; also: potency is read from the fitted curve at half-maximal effect; % is scaled to controls: 0 for no effect and ±100 for the full control effect; nearly all actives have a fitted effect of over 60% in size; many of its hits are not listed in these tables
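HEK293 cells stably expressing RXFP1, treated 30 min at 37C with compounds plus PDE4 inhibitor Ro 20174; cAMP measured by HTRF TR-FRET. Normalized to buffer and 29 nM porcine relaxin; EC50 by Hill fit.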
TRHR PAM: qHTS for Small Molecule Agonists and Allosteric Enhancers of Human TRH Receptor: Primary Screen for Enhancers; Thyrotropin-releasing hormone receptor (Homo sapiens), P34981; TRHR cells, fluo-8 calcium fluorescence, EC20 TRH enhancement; AID 493056, 2011; 0.66% of 360,000 active; enhancement, % at 2 µM; in the data active = enhancement above about 30%; also: 0% is about no effect
Target sequence (P34981 whole entry, looked up): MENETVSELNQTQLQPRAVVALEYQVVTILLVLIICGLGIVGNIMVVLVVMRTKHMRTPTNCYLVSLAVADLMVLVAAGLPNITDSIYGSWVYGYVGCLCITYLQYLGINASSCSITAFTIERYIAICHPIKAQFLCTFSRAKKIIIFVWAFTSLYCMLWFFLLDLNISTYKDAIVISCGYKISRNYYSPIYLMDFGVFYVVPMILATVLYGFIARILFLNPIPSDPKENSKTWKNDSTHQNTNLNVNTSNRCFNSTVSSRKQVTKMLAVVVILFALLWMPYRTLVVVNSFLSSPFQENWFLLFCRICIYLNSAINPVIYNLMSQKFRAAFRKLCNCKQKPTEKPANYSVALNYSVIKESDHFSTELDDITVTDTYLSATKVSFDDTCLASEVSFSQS
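TRHR-expressing cells loaded with fluo-8 calcium dye were read kinetically (ex 480/em 530) during compound addition, then stimulated with an EC20 of TRH (10 nM final). Enhancement of the Gq-mediated intracellular calcium response was scored.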
Active calls of the source: *; u = inconclusive; x = not tested or not shown; & = joins results of further samples.

smiles	D1 potentiator	D2 PAM	D1 agonist	D2 antag	RXFP1 antag	D2 agonist	D1 antagonist	RXFP1 ag	TRHR PAM
CCC(=O)N1CCN(c2ccc(NC(=S)NC(=O)COc3ccccc3)cc2)CC1	3.9	10.0	7.6	-7.1	-0.5	0.0	-17.8	-1.8%	-0.5
O=C(COC(=O)C1CC(=O)N(c2ccc3c(c2)OCCO3)C1)NC1CCCc2ccccc21 (stereo not drawn)	-2.3	x	0.9	x	-4.2	x	4.5	1.1%	-6.1
CCn1cc(/C=C/C(=O)c2ccc(O)cc2)c(C)n1	0.5	4.4	3.1	-19.5	-0.3	0.5	12.8	0.3%	5.2
COc1ccc(/C=C2\CCc3c2nc2ccccc2c3C(=O)O)cc1OC	-2.5	6.6	2.2	-1.2	15.2	0.8	21.5	u	4.1
COc1ccc2c(c1)-c1nc(N)sc1CC2	-3.6	-0.8	1.1	x	4.9	x	-7.8	2.1%	-2.9
COC(=O)c1ccc(-c2noc(CN(Cc3ccncc3)CC3CCCO3)n2)cc1 (stereo not drawn)	2.5	6.2	4.8	2.5	-3.6	0.3	4.6	0.1%	4.2
CCc1nn(CC(=O)NCCc2ccc(S(N)(=O)=O)cc2)c(=O)c2cc3sccc3n12	1.0	2.6	1.7	-23.1	12.0	0.4	1.7	3.0%	-2.1
COc1ccccc1NC(=O)CSc1nnc(C)n1Cc1ccccc1	-1.6	-1.3	1.8	4.3	4.0	-0.8	-2.3	3.0%	-1.9
Cc1cccc(CC2CC(=O)N(c3ccc(C)cc3Br)C2=O)c1 (stereo not drawn)	-3.1	9.2	5.6	7.9	-6.7	2.2	-12.3	-0.5%	3.8
CN1CCN(c2ccc(NC(=O)COc3ccc(Cl)cc3Cl)cc2)CC1	-11.6	-5.4	14.6	-10.8	2.0	1.3	-32.0*	0.8%	2.7
Cc1ccc(C)c(N2N=C(C(=O)Nc3ccc(N4CCOCC4)cc3)CCC2=O)c1	-1.7	0.2	0.6	35.1*	-6.8	-0.4	3.9	-1.0%	-1.4
c1ccc(CNc2ncnc3[nH]ncc23)cc1	-0.8	21.0	9.8	x	9.5	0.1	-21.2	3.9%	1.1
CC(C)(C)NC(=O)C(c1ccc(O)cc1)N(C(=O)CCC(=O)Nc1nccs1)c1ccc(F)cc1 (stereo not drawn)	-2.5	x	1.2	x	-35.6	x	0.3	0.4%	5.5
Cc1ccccc1C(=O)Nc1cc2c(cc1N1CCOCC1)n(C)c(=O)n2C	0.1	-3.0	1.0	x	-7.3	0.1	6.6	-0.8%	2.0
COc1cc(OC)c(NC(=O)c2cncn2-c2ccc(F)cc2)cc1Cl	-4.2	x	0.4	x	-16.0	x	-17.3	6.5%	4.4
O=C(/C=C/Nc1ccc(F)cc1)c1ccco1	-6.6	x	1.3	x	-1.0	x	-9.5	2.6%	-1.2
COc1cc(-c2nc3cnccc3n2C)cc(OC)c1OC	1.7	-2.3	2.4	3.6	3.3	0.0	-1.3	3.4%	5.3
Cc1ccc(C(=O)N/N=C\c2ccccc2[N+](=O)[O-])cn1	-0.9	x	2.1	-4.5	-7.3	-0.9	-5.4	-2.2%	14.2
Cc1ccc(NC(=O)CN2C(=O)NC(C)(c3ccc(Cl)cc3)C2=O)cc1S(=O)(=O)N1CCOCC1 (stereo not drawn)	-5.5	5.0	2.6	13.2	14.7	0.8	0.0	-0.2%	-9.7
CC(=O)N1CCN(S(=O)(=O)c2ccc3c(c2)OCCO3)CC1	-0.1	10.3	0.5	3.3	4.2	0.4	13.7	2.4%	7.9
Cc1ccc(CNC(=O)CN(c2cc(C)cc(C)c2)S(=O)(=O)c2c(C)noc2C)cc1	-0.5	x	6.0	x	x	0.3	-17.8	4.4%	-2.4
COc1cc(C2=NOC(C(=O)NCc3ccco3)C2)cc(OC)c1OC (stereo not drawn)	-5.2	6.3	10.4	5.8	3.0	0.7	13.5	-1.0%	-8.3
O=C(CSc1ncnc2c1cnn2CCc1ccccc1)Nc1cccc(C(F)(F)F)c1	-13.8	7.3	11.0	9.9	-5.6	0.4	-26.6	-1.0%	-10.2
CC(C)CCc1c(O)nc(SCC(C)C)[nH]c1=O	-1.9	4.9	1.1	-38.6	8.3	0.7	5.3	0.3%	1.8

Two neighbouring entries already listed, quoted:
smiles	D1 potentiator	D2 PAM	D1 agonist	D2 antag	RXFP1 antag	D2 agonist	D1 antagonist	RXFP1 ag	TRHR PAM
CC(C)(C)NC(=O)C(c1ccc(O)cc1)N(C(=O)CCC(=O)Nc1nccs1)c1ccc(F)cc1 (stereo not drawn)	-2.5	x	1.2	x	-35.6	x	0.3	0.4%	5.5
Cc1ccccc1C(=O)Nc1cc2c(cc1N1CCOCC1)n(C)c(=O)n2C	0.1	-3.0	1.0	x	-7.3	0.1	6.6	-0.8%	2.0

(further entries)
smiles	D1 potentiator	D2 PAM	D1 agonist	D2 antag	RXFP1 antag	D2 agonist	D1 antagonist	RXFP1 ag	TRHR PAM
COc1ccc(OC)c(-c2cc(C(=O)N3CCc4ccccc4C3)no2)c1	3.0	12.4	4.8	-3.7	1.4	1.5	-25.3	0.5%	7.0
COc1ccc(Cn2c(=O)c3oc4ccccc4c3n(CC(=O)Nc3c(C)cccc3C)c2=O)cc1	-2.7	4.8	1.3	x	-10.0	x	-1.1	u	5.3
CCOC(=O)c1ccc(N/C(=N/S(=O)(=O)c2ccccc2)c2ccccc2)cc1	-9.7	9.2	0.0	-4.9	x	-1.2	16.0	2.8%	-7.2
Cc1ccc(C2CC(=O)C(C=NCCN3CCN(C(=S)Nc4ccc(F)cc4)CC3)=C(O)C2)cc1 (stereo not drawn)	-10.1	2.1	4.3	-0.9	-3.9	-1.0	-17.5	0.4%	-3.5
CCc1cc[n+](CC(=O)Nc2ccc(Cl)cc2Cl)cc1	-3.6	-15.9	1.8	5.8	8.5	0.5	6.1	-0.8%	-2.0
Cc1ccc(CN(C(=O)COc2ccc([N+](=O)[O-])cc2)C2CCS(=O)(=O)C2)o1 (stereo not drawn)	3.8	10.8	0.3	-13.9	-12.8	-2.7	2.4	-1.9%	-5.0
O=C(CN1CCC(NC(=O)Cc2ccccc2)CC1)Nc1cccc2ccccc12	1.3	1.0	-0.3	-14.0	-25.1	0.5	17.0	2.0%	3.2
CCCCc1noc(-c2c(-c3ccccc3Cl)noc2C)n1	-5.7	-3.8	-0.2	-12.7	-3.3	-0.7	1.9	-1.9%	-2.6
CCCCn1c(N)c(NCCC(C)C)c(=O)[nH]c1=O	3.5	-3.8	-2.1	2.8	x	0.2	-0.6	-1.5%	2.9
O=C(O)CCCNS(=O)(=O)c1cccs1	-7.5	1.1	1.5	2.6	9.2	-0.3	-58.3*	1.1%	15.8
CC1=C(c2ccccc2)[N+](=O)C2(CCCC2)N1[O-]	-7.0	1.1	0.1	-11.9	-7.4	0.9	2.0	-0.2%	-1.4
C[C@@H]1CC[C@@]2(O[C@H](CCO)C[C@H](O)[C@H]2O)O1	9.3	x	-4.4	x	x	x	-4.5	2.9%	-9.8
CC(Sc1nnnn1C)C(=O)Nc1ccc(N2CCOCC2)cc1 (stereo not drawn)	0.6	-5.4	1.8	10.8	-18.0	0.9	-5.2	-1.4%	-2.6
Cc1ccc(-c2c[n+](CC(=O)Nc3ccccc3C)c3n2CCC3)cc1	-4.9	-22.3	2.1	28.0	8.2	0.0	-4.3	-0.9%	-4.7
O=C(Oc1ccc(Br)cc1)c1cccnc1	3.0	4.4	1.6	38.5*	-4.9	1.3	1.4	3.4%	-0.7
Cc1ccc2nc(NC3=NCN(CCc4ccccc4)CN3)nc(C)c2c1	-1.4	x	1.6	x	x	x	8.2	-0.8%	0.3
Nc1ccc2c(c1)Nc1ccccc1CC2	-7.0	3.7	-0.1	-10.3	4.3	0.2	-30.7*	-3.0%	-6.9
Cc1cccc(-n2c(C)cc(C(=O)C(=O)Nc3nncs3)c2C)c1	-0.9	-3.3	4.7	x	-20.2	1.3	-7.1	-2.9%	-1.5
O=C(CCCCCN1C(=O)[C@@H]2Cc3ccccc3CN2C1=O)N[C@@H](Cc1ccc(O)cc1)C(=O)O	1.4	11.4	2.0	-16.7	x	-0.9	-6.1	-0.6%	16.1
Cc1sc2nc(CSCC(=O)Nc3ccc(Cl)cc3F)[nH]c(=O)c2c1C	1.2	0.8	2.0	2.0	-5.8	-0.3	5.7	0.7%	-11.3
O=C(Nc1cccc(C(F)(F)F)c1)c1cc2nc(-c3ccc4c(c3)OCO4)cc(C(F)(F)F)n2n1	-2.7	-2.4	-1.1	x	0.8	-0.2	6.4	-1.7%	11.4
CC(NC(=O)CCc1ccccc1)c1cc2c(cc1Cl)OCCO2 (stereo not drawn)	1.9	16.5	5.5	14.7	-7.9	-2.3	-2.4	-0.1%	2.1
COc1ccc2oc(C(=O)OCC(=O)N3C(C)CCCC3C)c(C)c2c1 (stereo not drawn)	-6.3	9.8	1.6	-17.2	2.0	-0.1	3.4	2.8%	32.9*
O=S(=O)(c1ccc(Cl)cc1)N1CCN(c2ncccn2)CC1	-1.1	4.3	-0.1	-24.5	2.4	0.6	4.6	8.2%	-11.5
Cc1ccc2cc(CCNC(=O)CC(C)C)c(=O)[nH]c2c1	1.9	6.1	-1.0	10.8	x	-0.3	-16.5	0.3%	0.0
COc1ccc(O)c(C2=Nc3ccccc3N=C(c3ccccc3)C2)c1	1.1&1.3	15.9&1.3	4.5&2.5	-16.1	-3.2&-17.8	0.4&-1.6	18.7&0.7	1.8%&0.6%	-2.7&0.5
CSc1nnc2c(n1)OC=Nc1ccccc1-2	-0.6	11.1	-1.4	5.4	0.9	x	-0.1	-0.5%	2.4
O=S(=O)(c1ccc2c(c1)OCCO2)N1CCN(S(=O)(=O)c2ccc(F)cc2F)CC1	-4.2	x	2.6	x	x	x	7.9	x	0.7
COc1cccc(NC2C=CS(=O)(=O)C2)c1 (stereo not drawn)	-1.1	4.9	1.1	1.7	5.0	-0.2	25.7	1.1%	4.3
COCCn1c(C)cc(C(=O)CSc2nc3ccccc3c(=O)[nH]2)c1C	-4.2	10.7	2.8	-2.6	2.1	1.1	5.4	4.3%	5.9

Screening results deposited in PubChem BioAssay by National Center for Advancing Translational Sciences (NCATS).

Some of the compounds tested; the hit share may differ from the screen's.
